PME-1 inh – blocks human protein phosphatase methylesterase 1. inhibition, % at 5.9 µM. recombinant PME-1, FP-Rh probe fluorescence polarization. AID 2130. Q9Y570. actives 0.53% (n = 320,000);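 active = inhibition above the campaign mean of all compounds plus 3 SD, cut at about 26% in these data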;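 note: competitive labeling of PME-1 active site by serine hydrolase directed probe; 0% = PME-1 with DMSO and 100% = wells lacking PME-1 enzyme; inhibitors block probe labeling so polarization falls and inhibition rises; many of its hits are not listed in these tables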
Target sequence (Q9Y570 whole entry, looked up): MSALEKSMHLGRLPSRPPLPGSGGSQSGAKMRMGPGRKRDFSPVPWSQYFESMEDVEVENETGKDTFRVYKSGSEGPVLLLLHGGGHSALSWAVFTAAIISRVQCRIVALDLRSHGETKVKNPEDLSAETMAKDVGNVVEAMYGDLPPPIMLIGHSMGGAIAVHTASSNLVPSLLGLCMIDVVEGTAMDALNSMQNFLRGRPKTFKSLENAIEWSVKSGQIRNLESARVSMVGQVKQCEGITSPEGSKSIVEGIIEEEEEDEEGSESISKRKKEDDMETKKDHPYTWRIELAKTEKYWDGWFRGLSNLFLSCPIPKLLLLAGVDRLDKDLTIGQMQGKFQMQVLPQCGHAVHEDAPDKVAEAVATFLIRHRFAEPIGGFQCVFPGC
Fam108B counter – blocks mouse Fam108B hydrolase in RBBP9 counter-screen; recombinant Fam108B, FP-Rh probe fluorescence polarization; inhibition, % at 9.51 µM; actives 0.33% (n = 300,000);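 active = inhibition above the screen mean inhibition plus 3 SD, computed separately per campaign, cut at about 18% in these data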;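 note: inhibitors lower polarization as less probe binds the enzyme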
GLD-1 RNA inh – GLD-1-TGE RNA interaction inhibition (C. elegans). inhibition, % at 5.96 µM. Q17339. purified GLD-1 + fluorescein TGE RNA, fluorescence polarization. AID 2280. actives 0.44% (n = 320,000);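 active = percent inhibition above a per-plate cutoff, the plate mean of test compounds plus 3 SD, cut at about 30% in these data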;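 note: 0% = DMSO wells with GLD-1 and probe and 100% = wells lacking GLD-1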
Efflux pump mplx – blocks antifungal efflux pumps in multiplex yeast assay. actives 0.44% (n = 330,000). inhibition, % at 10 µM. S. cerevisiae Candida pump triplex, Nile Red efflux;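 active = plate passing quality check with inhibition over a set limit, or well fluorescence over plate mean plus 4 SD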;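 note: Nile Red retained in pooled yeast measured as flow cytometry median fluorescence; 0% = buffer negative control and 100% = Enniatin B positive control; higher means more Nile Red kept so more efflux inhibition; some compounds called inactive have numbers as strong as hits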
Bcl-xL primary – blocks human Bcl-xL binding to Bim BH3 peptide. AID 2129. inhibition, % at 10.9 µM. Q07817. actives 0.7% (n = 320,000). GST-Bcl-xL / FITC-Bim BH3 peptide fluorescence polarization;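 active = inhibition above the mean of all tested compounds plus 3 SD, cutoff set per campaign, cut at about 30% in these data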;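 note: 0% = DMSO wells and 100% = unlabeled Bim-BH3 peptide competitor; inhibitors lower millipolarization by displacing the labeled peptide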
MCL1-BIM inh – MCL1-BIM-BH3 interaction inhibition (human) | Q07820 | GST-MCL1 / FITC-Bim-BH3 fluorescence polarization | inhibition, % at 10.9 µM | actives 0.68% (n = 320,000) | AID 2057;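 active = inhibition above the mean inhibition of all tested compounds plus 3 SD, set per campaign, cut at about 40% in these data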;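 note: 0% = DMSO wells and 100% = unlabeled Bim-BH3 peptide control; higher means more loss of mP so more displacement of Bim peptide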
GRK2 aptamer HTS – inhibitors of human GRK2 displacing RNA aptamer; P25098; actives 0.59% (n = 330,000); bead flow cytometry, FAM-aptamer displacement from GRK2; inhibition of aptamer binding, % at 10 µM;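 active = inhibition of aptamer binding above 40%, roughly 3 SD of noise, on plates passing a quality check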;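 note: median bead fluorescence of bound FAM aptamer so fluorescent compounds give negative values; no value below 0 was filed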
Target sequence (P25098 whole entry, looked up): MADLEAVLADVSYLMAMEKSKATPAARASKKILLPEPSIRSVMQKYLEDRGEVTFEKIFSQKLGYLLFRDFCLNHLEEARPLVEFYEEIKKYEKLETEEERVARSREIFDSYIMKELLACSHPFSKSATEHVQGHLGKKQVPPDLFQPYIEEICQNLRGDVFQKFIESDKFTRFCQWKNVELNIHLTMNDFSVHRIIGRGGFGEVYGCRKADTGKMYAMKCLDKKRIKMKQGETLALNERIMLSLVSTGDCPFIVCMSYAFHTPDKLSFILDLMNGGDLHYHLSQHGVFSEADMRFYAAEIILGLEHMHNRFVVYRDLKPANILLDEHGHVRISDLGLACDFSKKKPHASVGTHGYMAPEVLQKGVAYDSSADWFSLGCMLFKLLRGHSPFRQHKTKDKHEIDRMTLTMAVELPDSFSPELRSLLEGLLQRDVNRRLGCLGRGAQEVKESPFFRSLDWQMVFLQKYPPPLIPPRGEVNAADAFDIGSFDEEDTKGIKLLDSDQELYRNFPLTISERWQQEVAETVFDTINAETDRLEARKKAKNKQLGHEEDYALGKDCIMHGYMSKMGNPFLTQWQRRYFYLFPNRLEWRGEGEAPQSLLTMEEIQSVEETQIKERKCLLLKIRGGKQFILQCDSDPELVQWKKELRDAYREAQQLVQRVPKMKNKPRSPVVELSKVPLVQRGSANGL
VLA-4 inh – inhibition in a human VLA-4 binding assay. P13612. VLA-4 expressing cells, ligand binding flow cytometry. inhibition, % (about 7 µM as worked out from the volumes in the protocol). actives 0.2% (n = 330,000). AID 2557; in the data active = inhibition above about 50%
MEX-5 binding – C. elegans MEX-5 TCR-2 RNA binding activity; Q9XUB2; MEX-5/FITC-TCR2 RNA binding, fluorescence polarization; stronger effect = lower value; activity score (negative = inhibition of binding), % at 10 µM; actives 0.38% (n = 300,000);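 active = inhibition past about -25% in most replicates, and total fluorescence under double the plate's negative control median, limit read from the data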;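 note: 0% = DMSO and -100% = 5 µM competing unlabeled TCR2 RNA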
* marks the source's active call; other numbers are inactive results; nt = no result given. A portion of the library; count on the stated rates, not on these rows.

Every second line gives: PME-1 inh	Fam108B counter	GLD-1 RNA inh	Efflux pump mplx	Bcl-xL primary	MCL1-BIM inh	GRK2 aptamer HTS	VLA-4 inh	MEX-5 binding
[1] O=C(O)CCCC(=O)Nc1ccc(S(=O)(=O)Nc2nccs2)cc1
 : nt	nt	nt	-0.1	nt	nt	1	6	-1.2
[2] CCOC(=O)C1=C(C)N[C@@]2(O)c3ccccc3C(=O)[C@@]12O
 : 1	2	1	-0.1	3	-5	2	-4	0.7
[3] O=S(=O)(c1ccc(Cl)cc1)N1CN(CC2CCCO2)c2nc3ccccc3nc21 (stereo not drawn)
 : 3	-1	8	0.0	17	8	1	-11	-3.4
[4] C/C(=N\NC(=O)c1ccccc1C)c1ccc(N2CCOCC2)cc1
 : -6	-3	1	0.0	6	4	0	5	1.3
[5] Cc1sc2ncnc(Sc3nnnn3-c3ccc(Cl)cc3)c2c1C
 : 11	-4	5	-0.4	3	5	3	-1	-1.0
[6] Oc1c(Br)cc(Br)cc1C=Nc1cccnc1
 : -1	1	29	-1.9	17	24	15	8	-5.6
[7] Cc1cccc(NC(=O)CN2CCN(C(=O)C3CCC3)CC2)c1C
 : -2	nt	4	0.1	3	0	0	14	nt
[8] CCC(c1nnnn1C1CCCC1)N1CCN(C(=O)c2ccco2)CC1 (stereo not drawn)
 : 0	-2	-2	-0.1	3	0	0	-4	-2.0
[9] CCc1ccc(/C=N/Nc2nn[nH]n2)cc1
 : -2	-5	-5	-0.1	2	4	0	-2	0.1
[10] CCC1CCCCN1S(=O)(=O)c1ccc(NC(=O)c2snnc2C)cc1 (stereo not drawn)
 : -3	-3	2	-0.3	8	1	0	-12	-0.7

More entries:
Every second line gives: PME-1 inh	Fam108B counter	GLD-1 RNA inh	Efflux pump mplx	Bcl-xL primary	MCL1-BIM inh	GRK2 aptamer HTS	VLA-4 inh	MEX-5 binding
[11] NC(=O)C1CCC(NC(=O)OCc2ccccc2)CC1 (stereo not drawn)
 : -5	0	-2	-0.1	13	0	0	11	-1.5
[12] COc1ccc(C2c3ccc(O)cc3Oc3ncn4nc(-c5ccccn5)nc4c32)cc1OC (stereo not drawn)
 : -2	-4	-1	0.1	8	9	1	10	-8.0
[13] C=CCOc1ccc(/C=N/NC(=O)C(=O)N2CCCCCC2)cc1OC
 : 0	3	2	-0.1	6	9	0	-6	1.3
[14] O=C(COc1ccc(Cl)cc1[N+](=O)[O-])N/N=C/c1cccs1
 : 4	-3	5	0.0	7	-1	4	-11	-0.8
[15] Cc1ccc(-n2c(=O)c3ccc(C(=O)NCc4ccco4)cc3n(Cc3ccccc3C#N)c2=O)cc1
 : 2	-5	-6	-0.1	3	4	3	13	-0.9
[16] CC1CCC(NC(=O)c2cccc(S(=O)(=O)N3CCN(c4ccc(F)cc4)CC3)c2)CC1 (stereo not drawn)
 : -1	-3	-1	-0.1	-14	-19	2	-5	0.7
[17] CCCCCC(O)(c1ccc(OCC)cc1)C(CN1CCOCC1)c1ccccc1 (stereo not drawn)
 : 1	-3	4	0.0	1	-4	0	-5	-1.8
[18] CCN(CC)S(=O)(=O)c1ccc(C(=O)OCC(=O)c2ccc3c(c2)NC(=O)CO3)cc1
 : -2	-1	5	-0.1	-2	-12	2	4	1.5
[19] CCCCC(C(=O)O)C(C)CC(=O)Nc1nccs1 (stereo not drawn)
 : 3	-4	2	0.0	2	-7	0	3	0.4
[20] Clc1ccc(-c2nnc3ccccn23)cc1
 : -2	0	0	0.0	8	3	2	9	-0.9

Next structures follow:
Every second line gives: PME-1 inh	Fam108B counter	GLD-1 RNA inh	Efflux pump mplx	Bcl-xL primary	MCL1-BIM inh	GRK2 aptamer HTS	VLA-4 inh	MEX-5 binding
[21] COc1ccc(NC(=S)N2CCCCCC2)cc1OC
 : 3	-6	6	0.6	-2	-1	0	22	2.4
[22] CCOc1ccc(NC(=O)CN(C)C(=O)c2cccnc2SC)cc1OCC
 : 9	3	-6	-1.2	3	-9	3	7	-6.5
[23] O=C1[C@@H]2Cc3c([nH]c4ccccc34)C(c3cccc([N+](=O)[O-])c3)N2C(=O)CN1CCCO (stereo partly drawn)
 : -4	2	-2	-0.2	0	0	4	1	0.2
[24] Cn1c(=O)c2c(nc(NCc3cccnc3)n2Cc2ccccc2Cl)n(C)c1=O
 : -2	1	-4	0.0	2	7	2	-2	-0.5
[25] COc1ccc(NC(=O)CC2C(=O)N(CCc3ccccc3)C(=S)N2Cc2cccnc2)cc1 (stereo not drawn)
 : 2	1	6	0.1	1	27	5	4	-1.1
[26] OCCNc1nc(-c2ccccc2)nc2c1oc1ccccc12
 : -6	1	4	0.0	6	9	0	5	3.1
[27] COc1ccc(CCNC(=O)CC(c2ccccc2)c2cc(C)ccc2O)cc1OC (stereo not drawn)
 : -6	-2	5	0.4	0	-4	1	3	0.7
[28] COc1ccc(-n2ncc3c(N4CCc5ccccc54)ncnc32)cc1
 : 0	-1	1	-0.5	7	8	6	2	1.6
[29] Cc1ccccc1OCC1Cn2c(nc3c2c(=O)[nH]c(=O)n3C)O1 (stereo not drawn)
 : -3	-1	-6	0.3	3	7	0	8	1.0
[30] O=C(CN1C(=O)NC2(CCc3ccccc32)C1=O)c1c[nH]c2ccccc12 (stereo not drawn)
 : -5	-3	6	-0.1	-10	-7	3	0	3.4

Additional structures
Every second line gives: PME-1 inh	Fam108B counter	GLD-1 RNA inh	Efflux pump mplx	Bcl-xL primary	MCL1-BIM inh	GRK2 aptamer HTS	VLA-4 inh	MEX-5 binding
[31] Cc1c(NC(=O)c2cccnc2C(=O)O)cccc1C(=O)O
 : -8	1	3	0.0	6	5	3	nt	0.2
[32] CC(=O)N(c1ccccc1)c1nc(/C=C/C(=O)Nc2c(C)cc(C)cc2C)cs1
 : 2	11	6	0.1	3	6	0	2	-0.3
[33] COC(=O)c1sccc1NC(=O)C1CC1
 : 0	-1	0	-0.3	0	11	0	-7	0.9
[34] Cc1nnc(N(Cc2ccco2)C(=O)c2ccno2)s1
 : -5	1	-4	0.0	2	-2	3	-1	0.4
[35] COc1ccc(CC(=O)NCc2nc(-c3ccccc3)no2)cc1
 : 6	2	4	-0.1	3	3	0	2	2.1
[36] Cc1cccc(N=C(NO)c2nonc2N)c1
 : 6	1	-1	-0.1	4	3	11	-2	-0.1
[37] CC(C)[C@H](NC(=O)c1cccc(S(=O)(=O)N2CCCC2)c1)c1nc2ccccc2[nH]1
 : 16	4	-2	-0.2	1	-4	1	1	-3.7
[38] CC1CCN(C(=O)c2[nH]cnc2C(=O)N[C@@H](C)C(=O)OCc2ccccc2)CC1
 : 1	4	-5	0.3	2	-1	0	2	2.4
[39] COc1ccccc1/C=C1\CCCC2=C1Nc1nnnn1C2c1ccccc1OC (stereo not drawn)
 : -7	-4	6	0.0	4	1	5	4	nt
[40] Cc1cc(NC(=O)c2cccc(S(=O)(=O)N(C)C)c2)n(-c2ccccn2)n1
 : 6	-1	-1	0.3	2	2	2	5	-1.1

(further entries)
Every second line gives: PME-1 inh	Fam108B counter	GLD-1 RNA inh	Efflux pump mplx	Bcl-xL primary	MCL1-BIM inh	GRK2 aptamer HTS	VLA-4 inh	MEX-5 binding
[41] CC1S/C(=N/N=C/c2ccco2)N(Cc2ccccc2)C1=O (stereo not drawn)
 : 0	2	6	0.1	7	6	0	11	0.8
[42] COc1cc(OC)cc(C(=O)N2CCC3(CC2)NCCc2[nH]cnc23)c1
 : -3	-1	-2	-0.2	0	-3	6	10	1.8
[43] O=C(C1CCCN(S(=O)(=O)c2ccccc2)C1)N1CCN(c2ccc(F)cc2)CC1 (stereo not drawn)
 : 0	-3	-7	0.0	4	-3	1	3	-1.6
[44] COC(=O)c1cc(OC)c(OC)cc1NC(=O)CN1CCOCC1
 : -1	0	1	-0.1	2	3	1	0	0.3
[45] CCCCC1(C)NC(=O)N(CC(=O)N2CCc3ccccc32)C1=O (stereo not drawn)
 : nt	nt	5	0.0	nt	nt	0	8	nt
[46] CCN(CC)S(=O)(=O)c1ccc2c(c1)nc(SCC(=O)N1CCCCCC1)n2-c1ccc(OC)cc1
 : 5	0	4	-0.1	-1	2	0	20	-0.5
[47] COc1cc(/C=C2\COC/C(=C\c3ccc(O)c(OC)c3)C2=O)ccc1O
 : 4	3	-2	-0.1	2	0	0	4	0.5
[48] Cn1c(=O)c2c(nc(NCc3ccccc3)n2CC(N)=O)n(C)c1=O
 : 3	-3	0	-0.1	3	3	0	24	3.2
[49] CCCCC(=O)Nc1ccccc1CC
 : -4	0	6	0.1	3	-4	4	-13	-1.6
[50] Cc1ccc(-c2nc(CS(=O)(=O)CC(=O)NCCN3CCOCC3)c(C)o2)cc1
 : -2	-4	-6	0.0	4	1	0	0	-3.4

Next entries follow.
Every second line gives: PME-1 inh	Fam108B counter	GLD-1 RNA inh	Efflux pump mplx	Bcl-xL primary	MCL1-BIM inh	GRK2 aptamer HTS	VLA-4 inh	MEX-5 binding
[51] Nc1ccc(Oc2ccc(Cl)cc2)cc1
 : -1	4	-1	0.0	-2	5	1	-21	-2.0
[52] NC(=O)/C=C\c1cn(-c2ccccc2)nc1-c1ccc2c(c1)OCCO2
 : -6	-3	6	0.1	6	2	2	7	-3.6
[53] CSCCC(NS(=O)(=O)c1ccc2c(c1)oc(=O)n2C)C(=O)NC1CCC(C)CC1 (stereo not drawn)
 : 3	1	1	0.1	5	-5	2	-8	0.4
[54] CCC(C)NC(=O)Cc1c(C)c2cc3c(cc2oc1=O)OC(C)(C)CC3 (stereo not drawn)
 : -3	1	4	0.1	-2	0	1	-2	2.4
[55] COc1ccc(N=C2SC(CC(=O)Nc3ccc(OC)cc3OC)C(=O)N2C)cc1 (stereo not drawn)
 : 0	-4	0	0.0	5	6	0	3	0.7
[56] C=C(C)CSc1cc(C)nc2c(-c3ccccc3)c(C)nn12
 : -3	3	4	-0.1	-3	-1	nt	-5	-1.0
[57] CCN1C(=O)C(=O)N(CC(=O)N(C)CC(=O)Nc2ccccc2Cl)C1=O
 : -2	2	5	-0.2	-2	-8	1	17	2.9
[58] O=C(Nc1cccc(F)c1)C1CCN(C(=O)c2ccccc2Cl)CC1
 : 0	-2	-2	-0.1	0	-4	0	15	-0.9
[59] C(=N\Nc1nncn1/N=C/c1ccco1)/c1ccco1
 : 5	2	-5	-0.1	1	3	0	-2	-1.8
[60] O=C1C=C(c2ccc(-c3ccccc3)c(F)c2)C[C@@H](c2ccc(Cl)cc2)C1
 : -5	nt	6	0.4	-2	1	4	25	nt
[61] Cc1cc(C(=O)Nc2cccc([N+](=O)[O-])c2C)cs1
 : -5	-2	2	0.3	-4	5	0	-8	2.3
[62] CCC(=O)/C=C1/Sc2ccc(OC)cc2N1CCO
 : -7	-4	3	-0.1	2	10	0	6	-0.3
